High-throughput results: PubChem, several laboratories
HSP90 refold inh: inhibitors of HSP90 luciferase refolding in rabbit reticulocyte lysate; 290,000 tested, 0.91% active; AID 1789; inhibition, % at 5.6 µM; luciferase refolding luminescence, 3 h;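 active = inhibition above the screen-wide mean plus 3 SD, computed separately per campaign, cut at about 16% in these data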;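 also: 0% = DMSO wells and 100% = 60 µM geldanamycin wells; inhibitors lower the luminescence because luciferase stays unfolded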
GSK3 alpha inh: human GSK-3 alpha kinase inhibition | AID 2650 | inhibition, % at 10 µM | ADP-Glo luminescence, 60 min | P49840 | 320,000 tested, 0.1% active;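 in the data active = inhibition above about 50%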;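 also: GST-tagged GSK-3 alpha with peptide substrate and 25 µM ATP; 0% = DMSO neutral wells and 100% = GW8510 positive control wells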
Target sequence (P49840 whole entry, looked up): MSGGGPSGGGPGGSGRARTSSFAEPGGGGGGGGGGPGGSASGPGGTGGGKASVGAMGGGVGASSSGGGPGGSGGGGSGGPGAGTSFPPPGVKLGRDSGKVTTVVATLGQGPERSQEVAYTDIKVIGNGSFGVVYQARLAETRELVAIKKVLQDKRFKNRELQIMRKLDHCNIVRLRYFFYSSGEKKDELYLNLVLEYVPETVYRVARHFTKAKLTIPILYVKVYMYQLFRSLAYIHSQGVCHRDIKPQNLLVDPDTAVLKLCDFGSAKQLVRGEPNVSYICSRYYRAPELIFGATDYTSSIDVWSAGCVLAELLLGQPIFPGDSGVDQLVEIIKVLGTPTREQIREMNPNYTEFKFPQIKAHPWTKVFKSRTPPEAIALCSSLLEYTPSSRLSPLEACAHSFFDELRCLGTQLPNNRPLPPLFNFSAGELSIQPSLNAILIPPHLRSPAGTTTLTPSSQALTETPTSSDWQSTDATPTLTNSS
HSF1 inh: HSF1 inhibition; activity change, negative = inhibition, % at 7.5 µM (by protocol); 300,000 tested, 0.77% active; NIH3T3-HGL HSE-luciferase, MG132-induced, luminescence 8 h; hits give low values; AID 2098;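 active = more than half of replicate wells show activity change below -50%, luminescence cut by over half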;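 also: luciferase reports HSF-1 transcriptional activity via heat shock element; 0% = median of DMSO wells and -100% = zero luminescence signal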
Platelet DG rel: platelet dense granule release activity | human platelet-rich plasma, SFLLRN dense granule ATP release, luminescence | inhibition, %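 (compounds screened at 7.5 µM in platelet-rich plasma)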 | 300,000 tested, 0.22% active | AID 1663;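 active = mean replicate score, as percent of positive control, at or above 50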
HSF-1 act: increases HSF-1 driven luciferase reporter signal. NIH3T3-HGL HSF-1 luciferase reporter, MG132, 8 h; 100% = twice DMSO control signal. 300,000 tested, 1.7% active. activation, % at 9 µM. AID 504408;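 active = mean replicate activation of at least 50% with a set share of replicates each reaching 50%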;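 also: 0% = median of the neutral control wells and 100% = twice that signal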
aSyn UTR inh: MLPCN primary screen, SNCA 5' untranslated region; alpha-synuclein 5'UTR reporter, inhibitor activity; inhibition, % (tested at 7.5 µM); 300,000 tested, 0.82% active; AID 1813; in the data active = inhibition above about 60%;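 also: H4 neuroglioblastoma cells stably carrying SNCA 5'UTR luciferase fusion; 0% = DMSO wells and 100% = positive control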
GSK3B inh: blocks human GSK3beta kinase activity | GST-GSK3beta kinase, ADP-Glo luminescence, 60 min; hits give low values | AID 2097 | activity score (negative = inhibition), % at 10 µM | P49841 | 300,000 tested, 0.038% active;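 active = more than half of replicate wells score below -50%, meaning over 50% inhibition versus plate controls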;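 also: 0% = median DMSO wells and -100% = median GW8510 positive control wells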
Target sequence (P49841 whole entry, looked up): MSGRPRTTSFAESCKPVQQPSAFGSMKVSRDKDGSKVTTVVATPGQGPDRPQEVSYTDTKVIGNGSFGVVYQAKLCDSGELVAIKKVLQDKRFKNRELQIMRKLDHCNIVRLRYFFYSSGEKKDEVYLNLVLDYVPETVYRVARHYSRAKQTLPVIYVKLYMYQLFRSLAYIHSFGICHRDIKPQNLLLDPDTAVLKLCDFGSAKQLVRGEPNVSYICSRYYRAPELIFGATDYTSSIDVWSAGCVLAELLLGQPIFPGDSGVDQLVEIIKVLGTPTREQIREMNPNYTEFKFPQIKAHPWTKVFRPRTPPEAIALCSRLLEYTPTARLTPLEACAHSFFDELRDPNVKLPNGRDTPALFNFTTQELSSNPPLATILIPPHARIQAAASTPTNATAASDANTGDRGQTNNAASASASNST
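Assay system: GST-fused GSK3beta enzyme, cell-free / Medium: Tris pH 7.5 buffer with MgCl2, DTT, BSA, heparin / Also added: peptide substrate plus 25 µM ATP (final) / Compound: 10 µM single point / Timing: kinase reaction with compound 60 min at room temperature / Detection: ADP-Glo luminescence / Benchmarks: DMSO neutral wells and GW8510 at 20 µM as positive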
IEC-6 cytotox: counter-screen for KLF5 inhibitors: cytotoxicity in IEC-6 cells; 290,000 tested, 0.78% active; inhibition, % at 5 µM; AID 1825; IEC-6 cytotoxicity, luminescence viability; in the data active = inhibition above about 22%;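 also: 0% = plate median of test compound wells and 100% = cytotoxic reference compound wells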
KLF5 inh: suppresses KLF5 promoter-driven expression; DLD-1 KLF5 promoter-luciferase reporter, luminescence; inhibition, % at 5 µM; 290,000 tested, 0.23% active;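 active = inhibition above a per-plate limit of that plate's mean compound inhibition plus 3 SD, cut at about 60% in these data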;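 also: 0% = DMSO wells and 100% = LY294002 at 200 µM; higher means less KLF5 promoter-driven luciferase light; inactives centre near -14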
Dyrk1A ADPGlo: blocks rat Dyrk1A kinase activity; Q63470; ADP-Glo luminescence, NFATc1 peptide; inhibition, % at 12.5 µM; 310,000 tested, 0.43% active; AID 504441; in the data active = inhibition above about 50%;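 also: plate controls were vehicle with enzyme for no effect and no enzyme for full effect; many of its hits are not listed in these tables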
An asterisk follows results filed as active; . = not tested or not shown. A portion of the library; rates above refer to the full screens.

SMILES | HSP90 refold inh | GSK3 alpha inh | HSF1 inh | Platelet DG rel | HSF-1 act | aSyn UTR inh | GSK3B inh | IEC-6 cytotox | KLF5 inh | Dyrk1A ADPGlo
CS(=O)(=O)N(C(=O)NC(=O)NC1CCS(=O)(=O)C1)C1CCCCC1 (stereo not drawn) | 1.3 | -1.9 | -5.9 | -1.0 | 1.7 | -17.0 | -3.6 | -1.1 | -3.6 | -4.8
O=C(COC(=O)c1ccco1)NCc1ccc2c(c1)OCO2 | -1.8 | -2.7 | -3.8 | 3.9 | -2.6 | 15.5 | -3.9 | -4.2 | -38.4 | 9.1
CCN(CC)S(=O)(=O)c1ccc(OC)c(NC(=O)OCc2ccccc2)c1 | 2.4 | -2.4 | -8.7 | -3.6 | -5.3 | 9.5 | -2.1 | 6.4 | -23.8 | -0.6
CC(=O)Cn1c(CN2CC(C)CC(C)C2)nc2c1c(=O)n(C)c(=O)n2C (stereo not drawn) | 2.6 | -1.1 | -4.1 | -1.4 | 12.9 | -12.1 | -6.0 | 0.7 | -53.5 | -8.5
CCN1CCN(C(=O)c2cc(COc3ccc4ncccc4c3)on2)CC1 | 3.6 | -0.4 | -8.5 | -4.1 | 0.6 | 2.1 | 1.5 | 3.2 | 0.5 | 4.9
Cc1cc(F)ccc1S(=O)(=O)Nc1ccc(O)c(Sc2ncn[nH]2)c1 | -3.0 | -4.3 | -6.0 | 9.9 | -1.1 | 10.7 | -3.4 | -4.2 | -11.7 | 3.3
NC(=O)c1nsc(C(=O)N(c2cccc(F)c2)C(C(=O)NC2CCCC2)c2ccco2)c1N (stereo not drawn) | -1.9 | -0.9 | -81.2* | 3.7 | -84.2 | -27.8 | -1.9 | -3.6 | -23.0 | -3.7
CC(=O)Nc1cccc(NC(=O)CSc2ncc(C(=O)Nc3ccccc3)c(=O)n2C)c1 | . | -0.3 | 177.0 | 5.3 | 205.6* | -18.3 | -3.0 | . | . | -2.0
O=C1CCCc2oc3c(c21)CCCC3 | 3.4 | 0.9 | -3.2 | -3.6 | -2.8 | -27.1 | -0.7 | -0.1 | -6.1 | -1.9
Cc1ccc(N(CC(=O)NCCSc2ccccn2)S(=O)(=O)c2ccc(F)cc2)cc1 | 1.6 | 0.2 | -11.6 | 9.2 | 8.8 | 7.8 | -0.1 | -4.7 | -15.7 | -0.5
CSc1ccccc1NC(=S)Nc1cccc(C(F)(F)F)c1 | -0.5 | -8.0 | 10.9 | -2.1 | 1.4 | -63.5 | -0.7 | -3.9 | -34.1 | 0.2
CC(=O)NC(CC(=O)NC1CCCCC1)c1ccccc1 (stereo not drawn) | -2.7 | -1.5 | 2.3 | 14.6 | -6.8 | 14.7 | 0.2 | -0.4 | -0.7 | 3.6
COc1ccc(OC)c(NC(=O)CCCNC(=O)c2ccc(Cl)cc2)c1 | -2.1 | 0.7 | -1.0 | 7.2 | 6.0 | 13.5 | 1.6 | -0.4 | -34.3 | -1.6
Cc1noc(C(=O)Nc2cccnc2Cl)c1Cl | 6.6 | -3.0 | -2.2 | 1.3 | 18.4 | -2.5 | -2.8 | 1.0 | -45.9 | -5.4
CC(=O)CSc1nnc(C(F)(F)F)n1C | -1.9 | -1.8 | -12.0 | -9.2 | -4.7 | 14.7 | -0.8 | -9.2 | -19.1 | -0.5
CC(=O)c1ccc(N2C(=NC(=O)COc3ccccc3)SC3CS(=O)(=O)CC32)cc1 (stereo not drawn) | -0.4 | -0.7 | -3.3 | 0.9 | 0.5 | 8.7 | -1.0 | -3.3 | -12.0 | 3.2
CCOC(=O)N1CCN(C(=O)/C(=C\c2cccs2)NC(=O)c2cccs2)CC1 | -3.5 | -2.3 | -3.7 | -12.5 | 3.5 | 9.9 | -0.8 | -8.8 | -7.4 | 5.7
CC(C)C(=O)N1CC(=O)Nc2ccc(F)cc2C1c1ccc(F)cc1 (stereo not drawn) | -7.7 | -2.0 | 2.7 | 6.3 | -2.9 | 9.5 | 4.0 | -10.2 | -33.0 | -0.4
CCn1c(SCC(=O)Nc2nc(C)c(C)s2)nnc1-c1ccco1 | 0.6 | -1.5 | 3.0 | -8.1 | -4.8 | 11.4 | -5.2 | 5.5 | -22.2 | -2.2
CCc1noc2c1/C(=N\O)CC(c1ccccc1)C2 (stereo not drawn) | 3.5 | -0.5 | -1.9 | 0.9 | -8.5 | -23.7 | 2.3 | 0.9 | -46.1 | -1.7
C=CCOc1ccc(Cl)cc1C(=O)O | -1.7 | -3.5 | 0.3 | -2.7 | 1.6 | 7.3 | -2.0 | 3.4 | -3.4 | -4.5
CC12CCC(C(=O)N(NC(=O)c3ccccc3O)C1=O)C2(C)C (stereo not drawn) | -0.6 | -2.3 | -2.4 | 12.1 | 12.8 | 67.6* | 0.7 | -1.9 | 17.1 | -4.9
Cc1ccccc1C(=O)c1cccn1CC(=O)O | 5.8 | -1.9 | -4.2 | -1.6 | 6.3 | -4.0 | -0.9 | -2.7 | -15.9 | 4.5
CCn1c(NCc2ccccc2Cl)nc2ccccc21 | 0.2 | -2.6 | -6.3 | 1.6 | 12.3 | -42.6 | 0.0 | -2.2 | -33.6 | 4.5
CCN1CCN(c2nc(-c3cccs3)nc3ccccc23)CC1 | -1.1 | -1.6 | 16.9 | -12.8 | 14.8 | -30.9 | 0.6 | 2.6 | 21.6 | -0.5
Nc1nc(-n2cnnc2)nn1-c1ccccc1 | -1.8 | 2.2 | -5.0 | -10.0 | -4.6 | -28.3 | -0.2 | -6.7 | -11.3 | 3.8
O=C(CCS(=O)(=O)c1ccc(Cl)cc1)N1CCN(c2ccccc2F)CC1 | -3.5 | -1.9 | -0.6 | -3.9 | 1.5 | -0.8 | -0.4 | -1.9 | -30.2 | -2.4
c1coc(-c2ccnc3nc(-n4cccc4)nn23)c1 | 0.8 | 3.1 | -4.6 | -5.6 | -3.0 | 29.6 | -4.2 | 8.6 | 6.0 | 6.4
CCC(=O)c1ccc(OCC(O)CN(CCc2ccccc2)Cc2ccccc2)cc1 (stereo not drawn) | 2.8 | 1.0 | -3.6 | -1.1 | 1.7 | 17.7 | -1.9 | 1.2 | -4.8 | -6.6
CC(C)=CCc1c(O)ccc(C2COc3c(CC=C(C)C)c(O)cc(O)c3C2=O)c1O (stereo not drawn) | . | -0.3 | 10.0 | -8.6 | 1.4 | -25.7 | -3.2 | . | . | 3.2

Part of the list above in order of molar mass, largest number first.
SMILES | HSP90 refold inh | GSK3 alpha inh | HSF1 inh | Platelet DG rel | HSF-1 act | aSyn UTR inh | GSK3B inh | IEC-6 cytotox | KLF5 inh | Dyrk1A ADPGlo
CC(C)=CCc1c(O)ccc(C2COc3c(CC=C(C)C)c(O)cc(O)c3C2=O)c1O (stereo not drawn) | . | -0.3 | 10.0 | -8.6 | 1.4 | -25.7 | -3.2 | . | . | 3.2
CC12CCC(C(=O)N(NC(=O)c3ccccc3O)C1=O)C2(C)C (stereo not drawn) | -0.6 | -2.3 | -2.4 | 12.1 | 12.8 | 67.6* | 0.7 | -1.9 | 17.1 | -4.9
Cc1ccccc1C(=O)c1cccn1CC(=O)O | 5.8 | -1.9 | -4.2 | -1.6 | 6.3 | -4.0 | -0.9 | -2.7 | -15.9 | 4.5

Later entries.
SMILES | HSP90 refold inh | GSK3 alpha inh | HSF1 inh | Platelet DG rel | HSF-1 act | aSyn UTR inh | GSK3B inh | IEC-6 cytotox | KLF5 inh | Dyrk1A ADPGlo
CC(NC(=O)Nc1ccc(F)cc1)c1ccc2c(c1)OCO2 (stereo not drawn) | 1.2 | -1.6 | 1.8 | 8.1 | 0.9 | 1.8 | -6.8 | 3.0 | -17.8 | 0.9
Cc1ncsc1CCOC(=O)c1ccc([N+](=O)[O-])cc1 | -1.9 | -2.1 | 6.9 | 2.4 | 14.8 | 5.4 | -2.6 | -1.8 | 0.1 | 1.6
Cc1cc(OCC(=O)NCc2cccnc2)c2c(C)c(C)c(=O)oc2c1 | -5.8 | -2.1 | -8.0 | 8.1 | -7.5 | 9.3 | 3.8 | 4.0 | -10.2 | -4.1
Nc1cc(C(F)(F)F)ccc1N1CCOCC1 | 2.6 | -1.4 | -10.1 | -7.6 | -11.2 | 24.4 | 0.7 | -3.3 | 9.4 | -0.5
O=C(Cn1c(C(F)(F)F)nc2ccccc21)c1ccc(Cl)cc1 | 3.1 | 0.3 | -3.0 | -5.6 | -9.9 | -2.2 | -3.4 | 2.8 | -26.4 | -0.1
CCOC(=O)c1c(C)[nH]c(C)c1C(=O)CSc1nc2ccccc2c(=O)n1-c1ccc(F)cc1 | -1.9 | -7.4 | -7.7 | 4.6 | 3.0 | 23.3 | 2.1 | 2.1 | -23.9 | 5.5
COC(=O)c1ccc(CSc2nc(C(F)F)cc(C)c2C#N)o1 | . | -2.4 | 1.4 | 2.8 | 9.2 | -16.4 | 0.9 | . | . | -3.4
CC(C)(C)c1ccc(CN(Cc2ccco2)Cc2nnnn2C2CCCC2)cc1 | 1.7 | -1.5 | -0.2 | -1.5 | 8.4 | 5.1 | 1.4 | 0.7 | -0.8 | -1.1
CCCCCC[N+](C)(C)CCSSCC[N+](C)(C)CCCCCC | -3.1 | -3.5 | -4.0 | -3.4 | 0.3 | -10.3 | 1.0 | -4.5 | -24.8 | 1.0
CCOC(=O)c1cc2c(=O)n3ccccc3nc2n(C)c1=NC(=O)c1c(-c2c(F)cccc2Cl)noc1C | . | -0.4 | -4.4 | 0.8 | 11.9 | -16.9 | 1.2 | . | . | -7.0
O=C(C1CCCO1)N1N=C(c2ccc(Br)cc2)CC1c1ccco1 (stereo not drawn) | 2.3 | . | 9.2 | -23.2 | -9.4 | 27.0 | -28.0 | 6.8 | -3.4 | 5.7
CC(C)CN(C(=O)c1cccc(S(=O)(=O)N2CCCCC2)c1)C1CCS(=O)(=O)C1 (stereo not drawn) | -3.4 | 16.8 | 1.4 | 0.3 | 7.7 | 25.9 | -1.1 | -8.5 | -6.4 | -9.6
COc1ccc(Cc2nnc(SCc3nc4ccccc4c(=O)[nH]3)n2C)cc1 | -2.2 | 0.3 | -11.6 | -0.6 | -1.3 | 9.8 | -0.3 | 4.9 | -26.0 | 14.9
O=C(Cc1cccs1)N1CCCC(c2nc3c(nnn3Cc3cccc(Cl)c3)c(=O)[nH]2)C1 (stereo not drawn) | 0.5 | 4.7 | 7.8 | -1.5 | 11.9 | 4.6 | -5.0 | 1.6 | -9.6 | 5.1
COC(=O)NC1CSCC1OC(=O)CCN1C(=O)c2ccccc2C1=O (stereo not drawn) | 1.6 | 1.6 | -11.1 | 7.7 | -33.3 | 9.4 | -0.6 | 3.9 | -3.3 | -1.0
CC(C)CNC(=O)c1ccc(C2SCC(=O)N2Cc2ccccc2)cc1 (stereo not drawn) | 1.8 | -1.4 | -8.8 | -4.3 | -10.5 | 13.7 | -1.1 | 6.0 | -3.6 | -3.9
C=C(C)COc1ccc(-c2nc(N)nc(C)c2-c2ccc(OC)cc2)c(O)c1 | -1.0 | -1.8 | -0.3 | -18.5 | -4.2 | 9.8 | 2.2 | 1.2 | -4.0 | 1.0
COc1ccc(OC)c(NC(=O)c2cc(-c3ccc(C)cc3O)n[nH]2)c1 | -5.2 | 4.2 | 14.0 | 2.7 | 38.8 | -21.5 | 1.2 | -5.7 | -38.6 | -0.7
Nc1ccccc1S(=O)(=O)C(F)F | -6.5 | -0.7 | 1.4 | -3.6 | 16.3 | -10.4 | 1.1 | 0.8 | -15.2 | -0.9
